# High-throughput results deposited in PubChem BioAssay by NCI.
# All columns: NCI-60 one-dose screen, growth in % after 48 h at 10 µM unless noted; 100 = growth as untreated, 0 = no growth, -100 = all killed.
# OVCAR-4 = OVCAR-4 ovarian cancer cells; actives 3.7% (n = 80,000); AID 1794784
# IGROV1 = IGROV1 ovarian cancer | actives 4.7% (n = 79,000)
# OVCAR-3 = OVCAR-3 ovarian cancer; actives 7% (n = 79,000)
# OVCAR-5 = OVCAR-5 ovarian cancer | actives 2.9% (n = 82,000)
# OVCAR-8 = OVCAR-8 ovarian cancer | actives 4.4% (n = 81,000)
# SK-OV-3 = SK-OV-3 ovarian cancer cells. actives 3.2% (n = 80,000)
# DU-145 = DU-145 prostate cancer; actives 4.2% (n = 81,000)
# NCI/ADR-RES = NCI/ADR-RES ovarian cells; AID 1794790; actives 4.4% (n = 81,000)
# * hit, by the source's call; . = not tested or not shown; & = joins results of further samples. Rule for the calls: active = growth percent below 10; inactive = the rest.
SMILES,OVCAR-4,IGROV1,OVCAR-3,OVCAR-5,OVCAR-8,SK-OV-3,DU-145,NCI/ADR-RES
COc1ccc(Sc2nc(N)nc3c2CCN(Cc2ccc(OC)cc2OC)C3=O)cc1,116,95,100,114,82,114,120,100
C=CCCCCCCCCC1OCC(C)O1 (stereo not drawn),95,100,105,99,95,81,105,102
NC(N)=NCCCCNCCCN=C(N)N,100,114,98,102,98,110,104,110
O=C1CCCCC(=O)[C@H]2CC3(OCCO3)C(=O)O[C@@H]2CO1,106,110,107,99,104,101,107,102
Cn1c2nc(=O)n(-c3ccccc3)c(=O)c-2nc2c1CCCC2,93,111,103,106,98,109,109,.
COc1cc(NC(=O)[C@@H]2C[C@H]2c2ccccc2)c(C(N)=O)cc1OC,107,101,85,102,99,99,107,92
Clc1ccccc1Cc1cn2cc(-c3ccc(Br)cc3)nc2s1,99,96,109,94,99,112,100,100
OC1CCC(CC2CCCCC2)CC1 (stereo not drawn),108,105,106,91,106,99,111,107
COc1ccc(/C=C2\SC(=S)N(/C=C(/C#N)C(=O)c3ccc4ccccc4c3)C2=O)cc1OC,75,76,78,104,81,70,90,81
CCN(c1ncc(C(=O)O)cn1)c1cc2c(cc1C)C(C)(C)CCC2(C)C,96,104,110,106,90,87,113,102
O=C(O)C(CCc1ccccc1)(Cc1ccccc1)C(=O)O,120,110,106,105,100,112,105,109
CSCC[C@H](NC(=O)[C@H](Cc1c[nH]c2ccccc12)NC(=O)[C@H](C)NC(=O)OC(C)(C)C)C(=O)N[C@@H](CC(=O)O)C(=O)N[C@@H](Cc1ccccc1)C(N)=O,107,107,112,109,93,104,116,97
COC(=O)Nc1ccc(-c2nc(-c3cccc(O)c3)c(-c3ccnc(Br)c3)[nH]2)cc1,45,66,51,93,36,79,62,76
COc1ccc(/C=C2\CN(C)CC3C2=NN(CCO)C3c2ccc(OC)c(OC)c2)cc1OC (stereo not drawn),104,98,88,87,103,99,100,98
Cc1ccc(-c2cc(-c3ccccn3)n(-c3ncc(-c4ccccc4)s3)n2)cc1,92,91,107,85,96,95,112,94
COC(=O)c1cccc(NC(=O)N[C@H]2CCN(c3ccnc(Nc4ccc(F)cc4)n3)C2)c1,45,70,70,86,59,96,103,80
Cc1ccc(/C=C/C(=O)c2ccc(O)c(CN3CCN(c4cc5c(cc4F)c(=O)c(C(=O)O)cn5C4CC4)CC3)c2)c(C)c1,80,87,95,88,79,89,85,93
COc1ccccc1N=Nc1ccccc1OC,101,85,97,109,94,91,110,103
CCCCCCCCc1cc[n+](CC(=O)c2ccc(Br)cc2)cc1,19,1.7*,-44*,52,-66*,22,37,93
Cc1cnc(C(=O)NNc2nc3sc4c(c3c(=O)[nH]2)C(C)CCC4)cn1 (stereo not drawn),22,14,32,35,15,16,23,12
CCC(C)C(O)Cc1cc(O)cc(=O)o1 (stereo not drawn),93,112,114,118,102,117,112,112
S=C(c1ccc2c(c1)OCO2)N1CCN(c2ccccc2Cl)CC1,99,101,112,98,102,102,105,100
O=c1[nH]c2ccc(Cl)cc2cc1CSc1ccc(Nc2nccc(-c3ccc4c(c3)OCO4)n2)cc1,105,116,119,114,108,126,95,97
CCOC(=O)c1onc(-c2no[n+]([O-])c2C)c1C(=O)OCC,103,113,108,93,99,105,108,105
Cc1c(C(=O)NCCC(=O)NO)sc2ncnc(Nc3ccc(NC(=O)Nc4ccccc4)cc3)c12,101,103,103,106,101,124,111,99
O=C(O)C(=O)Cc1ccc([N+](=O)[O-])cc1Br,108,94,.,106,102,95,110,101
COc1ccc2c(=O)cc(C(Cl)(Cl)Cl)oc2c1,-13*,-7.0*,-20*,17,-1.1*,9.3*,0.6*,10
O=C1C=CC(=O)N1CO,130,109,113,101,110,116,.,129
Clc1ccc(C2=Nn3c(nnc3-c3ccccc3)SC2)cc1,101,105,.,103,95,105,101,92
N#CC1c2ccccc2C=CN1C(=O)N(c1ccccc1)c1ccccc1 (stereo not drawn),77,13,-34*,107,76,110,43,96
Cc1nc2ccccc2c(=O)n1-c1cccc(OCc2cn(-c3cccc(O)c3)nn2)c1,90,99,91,111,89,103,100,98
Cc1ccc(C(Cc2ccccc2)NC(CO)(CO)CO)cc1 (stereo not drawn),104,96,105,84,86,99,111,93
CCC1CCCCCC1=O (stereo not drawn),125,.,123,103,100,101,113,101
CCN1C(=O)N(CC)C2SC(N/N=C/C=C/c3ccccc3OC)=NC21 (stereo not drawn),69,21,-40*,38,22,53,13,12
COc1ccc(-c2nn(-c3ccccc3)cc2/C=C2\SC(=O)NC2=S)cc1,116&89,106&105,117&105,106&104,102&99,115&95,110&100,105&100
CCOC(=O)NCc1ccco1,113,111,122,108,118,110,117,104
C/C(=C\Cl)COC(C)(C)C,102&99,101&114,113&125,95&104,101&109,103&101,107&113,109&100
CCN1C(=O)N(CC)C2C1NN=c1s/c(=C\c3ccccc3)c(=O)n12 (stereo not drawn),48,20,-7.7*,30,-9.9*,34,5.5*,2.3*
O=S(=O)(NCCCNc1nccc(-n2ccc3cccnc32)n1)c1ccc(Cl)cc1,89,103,107,95,97,110,99,95
O=c1ccn(C2CCCO2)c(=O)[nH]1 (stereo not drawn),119,114,115,111,102,112,109,110
COC(OC)c1cc(C)nc(NS(=O)(=O)c2ccc(N)cc2)n1,106,108,105,104,103,101,109,103
Nc1ccnc(N)n1,96,95,109,93,94,87,112,105
COc1cc(-c2c(C#N)c(N)nn2C(=O)c2ccc(NC(=O)c3ccccn3)cc2)ccc1O,90,78,106,101,99,112,110,100
Nc1ccccc1SCc1cc2cc(Cl)ccc2[nH]c1=O,98,91,99,97,106,141,94,112
COc1nc2c(cc1S(=O)(=O)c1ccccc1)CCc1c-2cnn1Cc1ccccc1,35,80,65,94,54,58,83,48
C=CCOC(=O)Nc1cccc(Cl)c1,106,107,105,101,90,88,109,103
Cn1c(=O)c2c(nc(NC3=NS(=O)(=O)c4ccccc43)n2Cc2ccccc2)n(C)c1=O,103,95,110,100,100,98,108,103
CN1CCN(CC(=O)Nc2ccc3ncnc(Nc4ccc(Oc5cccc(C(F)(F)F)c5)c(Cl)c4)c3c2)CC1,-19*,-45*,4.8*,53,21,23,24,46
COc1ccc(C(=O)N2c3ccccc3Sc3ccccc32)c(C(F)(F)F)c1,47,38,-2.0*,45,15,34,14,2.9*
CCCCCC(=O)Oc1ccc(OCc2ccccc2)cc1,79,88,101,.,78,91,82,65
CCC(=O)Cc1ccncc1,102,120,110,96,105,117,108,106
N#Cc1ccccc1C#N,105,98,121,109,116,113,123,107
COc1ccc(-c2nc(SCCC(C)C)nc(Nc3ccc(C(C)=O)cc3)c2C#N)cc1,111,99,110,106,101,103,107,101
Cc1c2ccccc2nc(CSC#N)[n+]1[O-],115,95,124,101,97,96,111,102
O=[N+]([O-])c1ccc(NN=C2CCCCC2)c([N+](=O)[O-])c1,73,78,108,107,86,98,83,.
COc1ccc(Nc2[nH]n3c(=O)cc(-c4ccccc4)nc3c2C(=O)Nc2ccc(C)cc2)c(OC)c1,90,102,99,92,79,91,118,108
COc1ccc(/C=C/c2n(Cc3ccc4ccccc4c3)c3ccccc3[n+]2Cc2ccc3ccccc3c2)cc1,-65*,-76*,-83*,-98*,-75*,-96*,-93*,-53*
O=C1CCCN1C1CCN(Cc2ccc(Cl)cc2)c2ccccc21 (stereo not drawn),93,96,101,87,98,97,104,80
Cc1ccc(NC(=O)Nc2ccc(Nc3ncnc4sc5c(c34)CCN(C(=O)OC(C)(C)C)C5)cc2)cc1Cl,111,87,98,99,89,83,112,94
COc1ccc(Br)cc1C(c1cc(Br)ccc1OC)C(Cl)(Cl)Cl,92,103,91,103,98,104,106,97
# Continuation.
SMILES,OVCAR-4,IGROV1,OVCAR-3,OVCAR-5,OVCAR-8,SK-OV-3,DU-145,NCI/ADR-RES
N/C(=N\S(=O)(=O)c1ccc2oc(=O)ccc2c1)Nc1nc2ccccc2s1,97,88,102,102,96,92,104,99
COc1cc(-c2ccc[nH]2)[nH]c1/C=C1\N=C(C)C(C(=O)CCCCCCCCC(=O)Nc2ccc(-c3c4nc(c(-c5ccccc5)c5ccc([nH]5)c(-c5ccccc5)c5nc(c(-c6ccccc6)c6ccc3[nH]6)C=C5)C=C4)cc2)=C1C,99,114,110,108,96,105,111,106
O=c1[nH]c(=O)c2[nH]c(=S)[nH]c2[nH]1,114,.,104,93,109,102,111,106
Cc1nc2ccccc2c2c1C(=O)OC(c1ccccc1)C2 (stereo not drawn),96,63,105,96,97,.,109,90
C=CC(=O)N1CN(C(=O)C=C)CN(C(=O)C=C)C1,.,57,4.8*,109,62,99,77,71
COC(=O)CCCCN=Cc1c(O)c(O)c(C(C)C)c2cc(C)c(-c3c(C)cc4c(C(C)C)c(O)c(O)c(C=NCCCCC(=O)OC)c4c3O)c(O)c12,14,26,14,18,16,40,24,53
COc1ccc(C2OC[C@@]3(C)C4CC[C@]5(C)C(CC=C6C7CC(C)(C)CC[C@]7(C(=O)O)CC[C@]65C)[C@@]4(C)C[C@@H](O)[C@@H]3O2)cc1 (stereo partly drawn),87,101,74,108,73,132,76,87
CCCCCCCN(CCCCCCC)C(=N)c1ccnc2ccccc12,5.2*,4.6*,-42*,35,-41*,37,1.1*,-52*
Cc1cc(C)n(-c2ccc(C(=O)Nc3sccc3C(N)=O)cc2)n1,99,67,93,124,104,108,96,108
CCOc1cccc(Nc2nc(N)nc3[nH]c4ccc(O)cc4c23)c1,66,17,58,63,78,56,49,80
O=C(NC(=S)N1CC=CCC1)c1ccccc1,116,122,115,97,100,107,129,108
O=C(c1ccccc1)N(CCc1ccc(Cl)cc1)C(=S)N(C(=O)c1ccccc1)c1ccccc1,97,116,104,106,106,120,84,109
COc1cc(CNC(=O)/C=C/c2ccc3c(c2)OCO3)ccc1O,102,97,120,110,98,102,109,101
CCOC(=O)c1ccncc1,117,111,105,107,112,105,104,110
CCN(CC)c1ccc2cc(C3C(C#N)=C(c4cccs4)OC(NC)=C3[N+](=O)[O-])c(=O)oc2c1 (stereo not drawn),93,110,99,101,96,108,105,103
COc1cccc(-c2nn(-c3ccccc3)cc2-c2ccnc(N3CCN(C(=O)c4ccccc4)CC3)c2)c1,78,76,.,112,56,118,92,43
NC(=O)c1cccc(-n2ccc3cc(NC(=O)Nc4ccc(N5CCOCC5)c(C(F)(F)F)c4)ccc32)n1,3.7*,14,7.7*,28,12,20,13,16
CCOC(=O)c1sc(N/N=C(\C)c2ccc3c(c2)Nc2ccccc2S3)nc1C,44,40,46,31,39,69,45,29
N#CC(C#N)N=Nc1ccc(Br)cc1,18,49,18,68,28,60,38,61
Nc1cc([N+](=O)[O-])cc(S(=O)(=O)O)c1O,121,110,120,111,108,110,123,105
Cc1nc(Nc2ccccn2)sc1C(=O)/C=C/c1ccc(Cl)cc1,54,14,-23*,39,10,27,6.7*,3.2*
N#CC(c1ccc(Cl)cc1)c1c(Cl)cc(-n2ncc(=O)[nH]c2=O)cc1Cl (stereo not drawn),87,82,82,114,96,123,105,96
CNC(=O)c1c(NC(=O)c2ccc(C(C)C)cc2)sc2c(CN(C)C)c(O)ccc12,99,91,99,106,112,100,97,91
COc1cc2nc(SCCC(=O)Nc3cc(OC)c(OC)c(OC)c3)n(-c3ccccc3)c(=O)c2cc1OC,92,115,116,97,95,112,112,103
O=C(CCN1C(=O)/C(=C/c2ccc(Cl)cc2)SC1=S)NCCN1CCOCC1,99,102,109,99,95,97,100,100
CC(=O)n1nc(C(=O)OC(C)(C)C)c2ccccc21,105,109,109,101,103,96,108,105
O=C1c2[nH]c(=O)[nH]c(=O)c2CN1Cc1ccccc1,101,107,127,108,106,111,127,108
O=C(O)C1CSC(c2ccccc2)N1 (stereo not drawn),111,105,104,98,106,99,105,99
Nc1nc(Nc2cccnc2)nn1Cc1cccc(Br)c1,92,88,63,95,111,94,110,102
N#Cc1c(-c2ccccc2)cc(-c2ccccc2)n(CCCCCCC(=O)NO)c1=O,71,52,63,67,49,90,67,33

# Compounds shown so far containing an NH in an aromatic ring:
SMILES,OVCAR-4,IGROV1,OVCAR-3,OVCAR-5,OVCAR-8,SK-OV-3,DU-145,NCI/ADR-RES
CSCC[C@H](NC(=O)[C@H](Cc1c[nH]c2ccccc12)NC(=O)[C@H](C)NC(=O)OC(C)(C)C)C(=O)N[C@@H](CC(=O)O)C(=O)N[C@@H](Cc1ccccc1)C(N)=O,107,107,112,109,93,104,116,97
COC(=O)Nc1ccc(-c2nc(-c3cccc(O)c3)c(-c3ccnc(Br)c3)[nH]2)cc1,45,66,51,93,36,79,62,76
Cc1cnc(C(=O)NNc2nc3sc4c(c3c(=O)[nH]2)C(C)CCC4)cn1 (stereo not drawn),22,14,32,35,15,16,23,12
O=c1[nH]c2ccc(Cl)cc2cc1CSc1ccc(Nc2nccc(-c3ccc4c(c3)OCO4)n2)cc1,105,116,119,114,108,126,95,97
O=c1ccn(C2CCCO2)c(=O)[nH]1 (stereo not drawn),119,114,115,111,102,112,109,110
Nc1ccccc1SCc1cc2cc(Cl)ccc2[nH]c1=O,98,91,99,97,106,141,94,112
COc1ccc(Nc2[nH]n3c(=O)cc(-c4ccccc4)nc3c2C(=O)Nc2ccc(C)cc2)c(OC)c1,90,102,99,92,79,91,118,108
COc1cc(-c2ccc[nH]2)[nH]c1/C=C1\N=C(C)C(C(=O)CCCCCCCCC(=O)Nc2ccc(-c3c4nc(c(-c5ccccc5)c5ccc([nH]5)c(-c5ccccc5)c5nc(c(-c6ccccc6)c6ccc3[nH]6)C=C5)C=C4)cc2)=C1C,99,114,110,108,96,105,111,106
O=c1[nH]c(=O)c2[nH]c(=S)[nH]c2[nH]1,114,.,104,93,109,102,111,106
CCOc1cccc(Nc2nc(N)nc3[nH]c4ccc(O)cc4c23)c1,66,17,58,63,78,56,49,80
N#CC(c1ccc(Cl)cc1)c1c(Cl)cc(-n2ncc(=O)[nH]c2=O)cc1Cl (stereo not drawn),87,82,82,114,96,123,105,96
O=C1c2[nH]c(=O)[nH]c(=O)c2CN1Cc1ccccc1,101,107,127,108,106,111,127,108
